Cy5 interf NS3h: Cy5 fluorescence quenchers or enhancers, artefact control for HCV NS3 helicase inhibitor project, biochemical, ChemBridge library, Cy5 readout. 16,000 tested, 6% active. fluorescence interference ratio at 100 µM. Cy5-dT15 DNA with NS3h, fluorescence interference; actives lie on both sides; signal over control mean, under 1 quenches;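 active means compound fluorescence over control fluorescence at most 0.8, a quencher, or at least a set upper limit, an enhancer; inactive means ratio between 0.8 and the set upper limit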
NS3h inh CB: HCV NS3 helicase inhibitors, primary screen, biochemical, fluorescence polarization, ChemBridge library. inhibition, % at 100 µM. 16,000 tested, 1.6% active. NS3h Cy5-dT15 DNA binding. Hepatitis C virus NS3 helicase;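 active means inhibition above the average over every tested compound plus 3 SD, cut at about 40% in these data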
Numbers without * were called inactive. Hits appear at their usual frequency; 6.7% or so of the library scored in one or more.

SMILES	Cy5 interf NS3h	NS3h inh CB
O=C(NCC1CCCO1)c1cc2nc(-c3ccccc3)cc(-c3ccccc3)n2n1 (stereo not given)	0.62*	16
CCOc1ccc(NC(=O)CC2S/C(=N/N=C\c3ccc(O)c(OC)c3)NC2=O)cc1 (stereo not given)	1.1	-16
CCCC(=O)C1=C(N2CCCCC2)CC(C)(C)CC1=O	1.1	-5
COc1ccc(-c2nnc(SCC(=O)O)n2-c2ccccc2)cc1	1.1	0
O=C(Nc1cccc2nsnc12)c1ccc(Cl)cc1Cl	0.96	-3
O=C1Nc2c(S(=O)(=O)O)cc(S(=O)(=O)O)c3cccc1c23	1.1	7
Cc1cc(I)ccc1S(=O)(=O)N1CCN(c2ccccc2)CC1	1	13
O=C(N/N=C\c1ccc2c(c1)OCO2)c1ccc(CO)nc1	1	19
CN(C)c1ccc(C(=O)N2CCN(c3cccc(Cl)c3)CC2)cc1	0.92	-11
CC1=C(C(=O)Nc2ccccc2Cl)C(c2ccc(F)cc2)NC(=O)N1 (stereo not given)	1	0
Cc1ccc(-c2ccc(/C=C3\C(=O)NN(c4ccccc4)C3=O)o2)c([N+](=O)[O-])c1	0.92	25
CC(=O)NC1C(OCCOc2ccc(Cl)cc2Cl)OC(COC(C)=O)C(OC(C)=O)C1OC(C)=O (stereo not given)	1.1	1
CC(=O)Oc1cccc(N2C(=O)c3ccc(C(=O)c4ccc5c(c4)C(=O)N(c4cccc(OC(C)=O)c4)C5=O)cc3C2=O)c1	0.99	41*
CC(=O)Nc1nc2ccccc2n1CCN(C)C	0.83	-8
COc1ccc(C(O)=C2C(=O)C(=O)N(CCc3ccccc3)C2c2ccc(C)cc2)cc1 (stereo not given)	1.1	-11
Cc1ccc(C(=O)N/C(=C\c2sccc2C)C(=O)NCCCN2CCOCC2)cc1	0.9	3
COc1ccc2c(c1[N+](=O)[O-])CCC/C2=N\OC(=O)c1ccccc1SC	0.63*	3
CCC(C)NC(=O)CN(c1ccccc1OC)S(=O)(=O)c1ccccc1 (stereo not given)	1	-3
COc1ccc(NC(=O)CCC2CCCCC2)cc1	0.92	10
Cc1ccc(OCc2nnc(NC(=O)Nc3ccc(Cl)cc3)s2)cc1C	1	11

A second format for some results above.
Each structure is followed by: Cy5 interf NS3h	NS3h inh CB
> CCOc1ccc(NC(=O)CC2S/C(=N/N=C\c3ccc(O)c(OC)c3)NC2=O)cc1 (stereo not given)
→ 1.1	-16
> CCCC(=O)C1=C(N2CCCCC2)CC(C)(C)CC1=O
→ 1.1	-5
> COc1ccc(-c2nnc(SCC(=O)O)n2-c2ccccc2)cc1
→ 1.1	0
> O=C(Nc1cccc2nsnc12)c1ccc(Cl)cc1Cl
→ 0.96	-3
> O=C1Nc2c(S(=O)(=O)O)cc(S(=O)(=O)O)c3cccc1c23
→ 1.1	7
> Cc1cc(I)ccc1S(=O)(=O)N1CCN(c2ccccc2)CC1
→ 1	13
> O=C(N/N=C\c1ccc2c(c1)OCO2)c1ccc(CO)nc1
→ 1	19
> CN(C)c1ccc(C(=O)N2CCN(c3cccc(Cl)c3)CC2)cc1
→ 0.92	-11
> CC1=C(C(=O)Nc2ccccc2Cl)C(c2ccc(F)cc2)NC(=O)N1 (stereo not given)
→ 1	0
> Cc1ccc(-c2ccc(/C=C3\C(=O)NN(c4ccccc4)C3=O)o2)c([N+](=O)[O-])c1
→ 0.92	25
> CC(=O)NC1C(OCCOc2ccc(Cl)cc2Cl)OC(COC(C)=O)C(OC(C)=O)C1OC(C)=O (stereo not given)
→ 1.1	1
> CC(=O)Oc1cccc(N2C(=O)c3ccc(C(=O)c4ccc5c(c4)C(=O)N(c4cccc(OC(C)=O)c4)C5=O)cc3C2=O)c1
→ 0.99	41*
> CC(=O)Nc1nc2ccccc2n1CCN(C)C
→ 0.83	-8
> COc1ccc(C(O)=C2C(=O)C(=O)N(CCc3ccccc3)C2c2ccc(C)cc2)cc1 (stereo not given)
→ 1.1	-11
> Cc1ccc(C(=O)N/C(=C\c2sccc2C)C(=O)NCCCN2CCOCC2)cc1
→ 0.9	3

(continued)
SMILES	Cy5 interf NS3h	NS3h inh CB
O=C(NN1C(=O)CSC1c1ccc(Br)cc1)c1ccccc1 (stereo not given)	1	4
O=C(O)c1cc(-c2ccc(O)cc2)nc2ccc(Br)cc12	1.1	4
COc1cc(/C=C/C(=O)O)cc(S(=O)(=O)NCCCC(=O)O)c1OC	0.94	8
O=C1c2ccccc2C(=O)C1c1cccc2ccccc12	0.91	9
Cc1cc(/C=N\n2cnnc2)c(C)n1-c1ccc(I)cc1	1	-2
COC(=O)c1ccccc1NC(=O)c1ccccc1NC(=O)c1ccc(OC)cc1	1	9
O=C(CSc1nc2ccc(Br)cc2c(=O)n1-c1ccccc1)Nc1ccccc1[N+](=O)[O-]	1.1	5
Cc1cccc(N=C2NC(=O)/C(=C\c3ccc(Cl)cc3)S2)c1C	1	13
Cc1ccccc1/C=C(/C#N)c1nc(-c2cc3ccccc3oc2=O)cs1	0.95	-3
Cc1cccc(C2OC3(C(=O)c4ccccc4C3=O)C3C(=O)N(c4ccc(C)c(Cl)c4)C(=O)C23)c1 (stereo not given)	0.95	0
COc1cc(C=O)cc2c1OC1(C=C2)N(C)c2ccccc2C1(C)C (stereo not given)	1.1	4
Cc1n[nH]c(=S)n(/N=C\c2cc(Cl)ccc2Cl)c1=O	1.1	5
CCSc1nc2ccccc2n1Cc1ccc(OC)c([N+](=O)[O-])c1	0.99	17
CCCCc1c(C)c2cccc(C)c2[nH]c1=O	1.1	-16
O=C(CCCOc1ccc(Cl)cc1Cl)Nc1ccc([N+](=O)[O-])cc1	1	9
O=Cc1ccc(OC(=O)c2ccccc2I)cc1	0.7*	15
COc1ccc(N2C(=O)C3C(C2=O)C2C=CC3C23CC3)cc1 (stereo not given)	1.1	0
COC(=O)C1CC(=O)N(c2ccccc2)C1 (stereo not given)	1.1	14
COc1cc(C=C2C(=O)NC(=O)NC2=O)cc([N+](=O)[O-])c1O	0.89	48*
CCn1c2ccccc2c2cc(/C=N\Nc3ccc([N+](=O)[O-])cc3)ccc21	1	17
O=C(COC(=O)c1ccco1)c1ccc(Cl)cc1	1.1	5
CCOc1ccc(/C=C2/C(=O)NC(=O)N(c3ccc(OC)cc3)C2=O)c(OCC)c1	0.91	35
CCOC(=O)C1(C)C=C(Nc2ccc(O)c(C(=O)O)c2)C(=O)N1c1ccccc1 (stereo not given)	1	-2
CCOc1ccccc1NC(=O)CN(c1ccc(OC)cc1)S(=O)(=O)c1ccc(C)cc1	1	14
COC(=O)c1ccc(NC(=S)NC(=O)c2ccc(F)cc2)cc1	0.92	13
Cc1oc2ccc(OCc3cccc(Cl)c3)cc2c1C(=O)O	0.9	9
CS(=O)(=O)N(CC(=O)NCc1cccnc1)c1ccc(Cl)cc1	1.1	-1
CCCOC(=O)c1ccc(NC(=O)/C=C\C(=O)O)cc1	1.2	2
O=C(N/N=C\c1ccccc1F)/C(=C\c1ccc2c(c1)OCO2)NC(=O)c1ccccc1	1.1	20
COc1cc(OC)c([N+](=O)[O-])cc1C=O	0.65*	9
CCN(CC)c1ccc(/C=C2\C(=O)NC(=O)N(c3ccccc3OC)C2=O)cc1	1.1	4
COC(=O)c1ccccc1NC(=O)CN(c1ccc(OC)cc1OC)S(=O)(=O)c1ccc(C)cc1	1	2
CC1(C)CC(=O)C2=C(C1)OC1=C(C(=O)CC(C)(C)C1)C21C(=O)Nc2ccccc21	0.97	-9
O=C(CSc1cc(Cl)ccc1Cl)Nc1cccc(Br)c1	0.93	7
CCc1ccc(-c2nn(-c3ccccc3)cc2/C=C2/SC(=S)N(CC)C2=O)cc1	1.1	-8
Cc1nc2c(C)c(-c3ccccc3)[nH]n2c(=O)c1C	1.1	20
COC(=O)c1ccccc1NC(=O)c1ccncc1	1	-5
CCOc1ccccc1NC1=C(Cl)C(=O)N(c2ccc(C)cc2)C1=O	0.97	11
O=C(Nc1cc(Cl)cc(Cl)c1)c1ccc2ccccc2c1	1.3*	19
CCOC(=O)C1=C(O)/C(=C\c2cccc3ccccc23)N=C1C	0.88	11
C#Cc1cccc(NC(=O)c2ccc(Oc3ccc(NC(=O)c4cccc(C#C)c4)cc3)cc2)c1	1.1	-4
Cc1nn(-c2ccccc2)c2c1C(c1ccc([N+](=O)[O-])cc1)C(C#N)=C(N)O2 (stereo not given)	0.98	6
CSc1nc2c(c(=O)[nH]1)C(c1ccc(Br)cc1)c1c(nc(SC)[nH]c1=O)O2	0.94	18
CCOc1ccc(C(=O)Nc2ccc(NC(=O)c3cccc(Cl)c3)cc2)cc1	1	7
COc1ccc(C(=O)/C=C/Nc2ccc(Cl)c([N+](=O)[O-])c2)cc1	1	12
COc1cccc(/C=C2/C(=O)NN(c3ccc(I)cc3)C2=O)c1	1	15
COc1ccc(S(=O)(=O)N2CCN(C(=O)c3cccc(OC)c3)CC2)cc1	1.1	10
Cc1ccc(Cc2cnc(NC(=O)c3ccccc3)s2)cc1	0.98	20
COC(=O)c1ccc(COc2cc3oc(=O)c4c(c3cc2Cl)CCC4)cc1	1	-10
NC(=O)NC(CCc1ccccc1)c1ccccc1 (stereo not given)	1	1
CCc1ccc(OCC(=O)Nc2ccc(F)c([N+](=O)[O-])c2)cc1	0.96	12
CC(=O)CCc1c(C)[nH]c2c(Cl)cccc2c1=S	0.98	3
CCOC(=O)COc1ccc(/C=N/n2cnnc2)cc1OC	0.96	4
Cc1ccc(/C=C2/SC(=S)N(CC(=O)Nc3ncc(Cc4ccc(C)cc4)s3)C2=O)cc1	1.1	-10
Nc1c(Cl)cc(N2C(=O)C3C4c5ccccc5C(c5ccccc54)C3C2=O)cc1Cl (stereo not given)	1	11
CCOc1cc(/C=N\NC(=O)/C(=C\c2ccc3c(c2)OCO3)NC(=O)c2ccccc2)ccc1O	1	9
CC(=O)Nc1c(C)cc(C(C)(C)c2cc(C)c(NC(C)=O)c(C)c2)cc1C	0.99	1
O=C(Nc1ccccc1Cl)c1ccc(CN2CCc3ccccc3C2)cc1	1.1	-5
Nc1ccc(NC(=O)c2ccc(Cl)cc2Cl)c(Cl)c1	0.63*	4
Cc1ccccc1N1C(=O)CSC1c1ccc([N+](=O)[O-])cc1 (stereo not given)	0.98	-1
New compounds follow
SMILES	Cy5 interf NS3h	NS3h inh CB
COc1cc(C(=O)Nc2c(C)cc(C)cc2C)c([N+](=O)[O-])cc1OC	0.97	4
COc1ccc(C2Nc3ccccc3C(=O)N2c2ccc(Cl)cc2)cc1OC (stereo not given)	1.1	12
CC(C)Nc1nc(-c2ccc(Cl)cc2)nc2ccccc12	0.89	20
CC(C)CSc1nnc(-c2ccc(Br)cc2)o1	0.83	12
O=C(Nc1ccc(Cl)c(Cl)c1)Nc1nnc(-c2ccccc2F)s1	1	9
CC(C)CNC(=O)c1cc(C(=O)NCC(C)C)cc(C(=O)Nc2ccc([N+](=O)[O-])cc2)c1	1	4
CC(CCc1ccccc1)Nc1cc(N2CCN(S(=O)(=O)c3ccccc3)CC2)ccc1[N+](=O)[O-] (stereo not given)	0.95	11
O=c1oc(-c2cccc(F)c2)nc2ccc(Cc3ccc4nc(-c5cccc(F)c5)oc(=O)c4c3)cc12	0.77*	20
COC(C)(C)c1cc(C(C)(C)C)nc(N)n1	1.1	6
Cc1ccc(C)c(S(=O)(=O)N=Nc2c(O)[nH]c3ccc(Br)cc23)c1	0.88	-16
CC(C)(C)NC(=O)c1ccc(-c2ccc(Cl)cc2)o1	0.96	8
COc1ccccc1N1CCN(C(=O)c2cc3n(n2)C(C(F)(F)F)CC(c2ccc(Cl)c(Cl)c2)N3)CC1 (stereo not given)	1	23
Cc1cc(C)nc(N=C(N)Nc2ccccc2O)n1	0.98	-12
Cc1ccc(N2NC(=O)/C(=C/c3cc([N+](=O)[O-])ccc3Cl)C2=O)cc1C	0.87	25
CCCC(=O)Nc1cccc(NC(=O)c2ccc(-c3ccc(Cl)cc3Cl)o2)c1	0.95	9
O=c1nc(-c2ccccc2)c2cc(OC(F)(F)F)ccc2[nH]1	0.9	19
OCCN=Cc1c2ccc[nH]c-2c2ccccc12	1.1	6
CC(C)c1nnc(NC(=O)CSc2ncn[nH]2)s1	1.1	-2
CCOc1ccc(Cl)cc1/C=C1/SC(=S)N(c2ccccc2)C1=O	1.1	9
Cc1ccc(N2NC(=O)/C(=C\c3ccc4c(c3)OCO4)C2=O)cc1	0.9	14

Random excerpt: two compounds from above, in no set order.
SMILES	Cy5 interf NS3h	NS3h inh CB
CC(C)c1nnc(NC(=O)CSc2ncn[nH]2)s1	1.1	-2
CC(CCc1ccccc1)Nc1cc(N2CCN(S(=O)(=O)c3ccccc3)CC2)ccc1[N+](=O)[O-] (stereo not given)	0.95	11

(more compounds)
SMILES	Cy5 interf NS3h	NS3h inh CB
COc1ccc(CCNC(=O)c2ccccc2)cc1OC	1.1	2
CCCCOc1ccc(C=C2C(=O)N(C)C(=O)N(C)C2=O)cc1	0.93	14
COc1ccc(N(CC(=O)N2CCCC2)S(=O)(=O)c2ccccc2)cc1Cl	1	-6
Cc1cccc(/C(N)=N\OC(=O)c2cccc(I)c2)c1	0.94	10
CCCCNC(=O)c1cn(-c2ccccc2)nc1-c1ccccc1	0.93	10
CC(C)C(=O)Nc1ccc(C(=O)Nc2ccccc2C(=O)O)cc1	1.1	-12
C=CCn1c(-c2ccccc2)c(NC(=O)c2ccco2)sc1=Nc1ccc(Br)cc1	0.96	11
CC(C)C(=O)Nc1ccc(N2CCOCC2)cc1	1	-2
Cc1cc(C)c([N+](=O)[O-])cc1-c1ccc(/C=c2\sc3nc4ccccc4n3c2=O)o1	1.6*	121*
CCC1=NN2C(=N)/C(=C/c3cc(Br)c(OCc4ccc(F)cc4)c(OC)c3)C(=O)N=C2S1	1	10
COc1cccc(N(CC(=O)Nc2ccccc2Br)S(=O)(=O)c2ccccc2)c1	1	10
O=C(O)CC(C(=O)O)c1c[nH]c2ccccc12 (stereo not given)	1.1	-5
Cc1ccc(OCC(=O)Nc2ccc(I)cc2Cl)cc1	1	13
CCOC(=O)CCN(CP(C)(=O)OC(C)C)C(=O)OCC (stereo not given)	1	1
COC(=O)c1c(C)oc2cc3c(C(=O)OC)c(C)oc3cc12	1	0
